CHO-K1 Ca PAM = nonselective calcium activators in parental CHO-K1 cells, primary screen, counter-screen for M1 PAM project, cell-based, Fluo-8 calcium fluorescence, full deck, 1536-well | AID 602247, 2012 | 360,000 compounds, 0.02% hits | ATP EC20; 0% at ATP EC20, 100% at ATP max | activation, % at 3 µM;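 active means activation above the run cutoff, the mean activation of all test compounds plus 3 SD, cut at about 40% in these data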;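 further: peak over basal fluorescence ratio in a 140 s read after ATP addition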
M5 ag = human M5 muscarinic receptor agonists, primary screen, CHO-K1 cells, Fluo-8 calcium fluorescence. Muscarinic acetylcholine receptor M5 (Homo sapiens), P08912. CHO-K1 hM5 cells; 0% DMSO wells, 100% maximal acetylcholine response. activation, % at 3 µM. 360,000 compounds, 0.19% hits. AID 624037, 2012;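 active means activation above the run's mean over test compounds plus 3 SD, cut at about 23% in these data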;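 further: signal is peak over basal fluorescence ratio across the kinetic read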
Target sequence (P08912 whole entry, looked up): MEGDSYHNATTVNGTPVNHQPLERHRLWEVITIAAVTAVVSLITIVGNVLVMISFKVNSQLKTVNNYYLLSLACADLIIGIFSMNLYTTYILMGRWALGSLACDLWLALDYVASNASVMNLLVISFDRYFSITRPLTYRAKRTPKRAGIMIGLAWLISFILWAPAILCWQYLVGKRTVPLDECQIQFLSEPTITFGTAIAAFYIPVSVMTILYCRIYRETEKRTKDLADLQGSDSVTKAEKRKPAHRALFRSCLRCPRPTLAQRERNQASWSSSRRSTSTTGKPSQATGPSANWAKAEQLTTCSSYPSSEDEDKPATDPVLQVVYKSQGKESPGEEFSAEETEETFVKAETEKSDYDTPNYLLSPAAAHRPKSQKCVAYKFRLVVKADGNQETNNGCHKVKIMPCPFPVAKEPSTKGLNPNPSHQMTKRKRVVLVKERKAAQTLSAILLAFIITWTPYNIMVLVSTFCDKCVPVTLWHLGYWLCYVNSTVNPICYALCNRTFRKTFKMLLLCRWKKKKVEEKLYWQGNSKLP
TAAR1 antag = human TAAR1 antagonists, primary screen, Fluo-8 calcium fluorescence, CHO RD-HGA16 cells; Trace amine-associated receptor 1 (Homo sapiens), Q96RJ0; antagonist; inhibition, % at 3 µM; 360,000 compounds, 1.5% hits;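 active means inhibition above a per-plate cutoff, the mean inhibition of test compounds on that plate plus 3 SD, cut at about 49% in these data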;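 further: 0% = DMSO plus EC80 beta-PEA response and 100% = DMSO alone without agonist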
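Test system – hTAAR1-expressing CHO RD-HGA16 cells, Gα16-coupled · Reagent – β-PEA at EC80 concentration, post-compound challenge · Compound dosing – 3 µM, single point · Timing – 140 s kinetic read after compound, 140 s after agonist · Detection – Fluo-8 intracellular calcium dye fluorescence, real-time kinetic reads · Control set – DMSO and EC80 PEA controls · Repeats – n of 1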
CHRM5 antagonist = human M5 muscarinic receptor antagonists, primary screen, CHO cells, Fluo-8 calcium fluorescence; Muscarinic acetylcholine receptor M5 (Homo sapiens), P08912; CHO-hM5 cells, ACh EC80; inhibition, % at 3 µM; 360,000 compounds, 0.59% hits; AID 624040, 2012;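 active means inhibition above a per-plate cutoff, the mean of that plate's test compounds plus 3 SD, cut at about 27% in these data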;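 further: 0% = acetylcholine EC80 with DMSO and 100% = DMSO without agonist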
TAAR1 ag = human TAAR1 agonists, primary screen, Fluo-8 calcium fluorescence, CHO RD-HGA16 cells; vehicle wells 0%, saturating PEA agonist 100%; activation, % at 3 µM; 360,000 compounds, 0.99% hits;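 active means activation above the mean activation of all test compounds in the run plus 3 SD, cut at about 38% in these data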
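System: CHO RD-HGA16 cells carrying human TAAR1 plus Gα16; Incubation: 17-24 h seeding, 75 min 37 °C dye, 30 min RT; Measured by: Fluo-8 fluorescence, 5 s baseline then 140 s kinetic read; Control set: DMSO and PEA EC100; Replication: single well for each compound.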
M5 PAM = human M5 muscarinic receptor positive allosteric modulators, primary screen, CHO-K1 cells, Fluo-8 calcium fluorescence | AID 624038, 2012 | 360,000 compounds, 0.3% hits | activation, % at 3 µM | CHO-K1 hM5, ACh EC20 PAM; 0% = ACh EC20, 100% = ACh EC100;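 active means activation above the run cutoff, the mean activation of all test compounds plus 3 SD, cut at about 18% in these data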
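Probe or stimulus: acetylcholine, EC20 level; Assay system: human M5 receptor in CHO-K1 cells; Schedule: compound preincubation 140 s before EC20 acetylcholine addition; Technique: intracellular calcium via Fluo-8 fluorescence; Dosing: single-point, 3 µM nominal; Read-out basis: percent activation from peak-over-basal fluorescence ratio, scaled EC20-to-EC100 acetylcholine; Repeats: one well per compound, no replicates.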
CRFBP-R2 block = antagonists of CRF-BP/CRF-R2 complex, primary screen, cell-based, HEK293, calcium dye fluorescence, uHTS | AID 588475, 2011 | CRF-induced calcium fluorescence | inhibition, % at 11.8 µM | 350,000 compounds, 0.59% hits;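 active means inhibition of the ligand-induced calcium signal above about 50% at the single tested concentration, limit read from the data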
CRFR2-BP ag = agonists of CRF-BP/CRF-R2 complex, primary screen, cell-based, HEK293, calcium dye fluorescence, uHTS; activation, % at 13.2 µM; CRF-binding protein / CRF receptor 2 complex (human); 350,000 compounds, 0.46% hits; calcium dye fluorescence (FLIPR); percent of saturating CRF peptide response; AID 588473, 2011;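 active means activation of at least 50%, plus an integration ratio under a set limit after plate pattern correction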;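 further: plate controls were neutral control wells without compound for no effect and CRF at EC100 for full effect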
M4 PAM = human M4 muscarinic receptor positive allosteric modulators, primary screen, CHO-K1 cells, Fluo-8 calcium fluorescence. Muscarinic acetylcholine receptor M4 (Homo sapiens), P08173. CHO-K1 hM4/Gqi5, ACh EC20; 0% = ACh EC20, 100% = maximal ACh. activation, % at 3 µM. 360,000 compounds, 0.4% hits. AID 624126, 2012;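 active means activation above its plate's cutoff, the mean activation of sample wells plus 3 SD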; further: some results filed as inactive read as strong as hits
Target sequence (P08173 whole entry, looked up): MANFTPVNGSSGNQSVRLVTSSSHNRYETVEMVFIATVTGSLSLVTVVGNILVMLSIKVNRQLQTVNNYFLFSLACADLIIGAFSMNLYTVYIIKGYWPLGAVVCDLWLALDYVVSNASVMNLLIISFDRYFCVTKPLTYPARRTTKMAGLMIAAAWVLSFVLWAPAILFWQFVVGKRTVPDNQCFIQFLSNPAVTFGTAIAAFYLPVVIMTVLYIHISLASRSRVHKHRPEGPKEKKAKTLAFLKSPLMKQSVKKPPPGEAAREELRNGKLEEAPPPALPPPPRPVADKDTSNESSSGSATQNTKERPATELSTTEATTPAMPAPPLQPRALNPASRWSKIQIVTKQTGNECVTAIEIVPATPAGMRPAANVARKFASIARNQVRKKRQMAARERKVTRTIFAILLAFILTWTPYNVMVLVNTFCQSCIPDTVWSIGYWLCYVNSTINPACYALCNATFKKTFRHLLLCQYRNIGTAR
The depositor's hits bear a star; · = not tested or not shown.

SMILES	CHO-K1 Ca PAM	M5 ag	TAAR1 antag	CHRM5 antagonist	TAAR1 ag	M5 PAM	CRFBP-R2 block	CRFR2-BP ag	M4 PAM
Cc1cccc(C2CC(c3ccccc3)Nc3nc(N)nn32)c1 (stereo unspecified)	16	5	-8	-1	10	-2	-22	15	-4
Cc1ccc(S(=O)(=O)N(CC(=O)N(C)C)c2cccc([N+](=O)[O-])c2)cc1	-6	0	5	6	3	5	-3	-1.2	1
Cc1cc(C)n(-c2nc3sc4c(c3c3nnc(SC(C)C)n23)CC(C)(C)OC4)n1	4	-6	1	-3	4	-4	20	-1.4	-4
O=C(CNc1cc(S(=O)(=O)N2CCOCC2)ccc1N1CCCC1)Nc1ccc(Cl)cc1F	4	-1	-6	-2	6	2	0	-0.5	4
CCCN1C(C)C(C(=O)OCC)=CN(Cc2cccc(I)c2)S1(=O)=O (stereo unspecified)	1	2	·	-2	·	-7	-6	6.7	-7
CC(=O)C(Cc1ccccc1)NC(=O)COc1ccc2c(c1)OCO2 (stereo unspecified)	26	-3	-5	0	2	8	0	-0.5	2
COc1ccc(CN(C(=O)c2cc(=O)c3ccccc3o2)C2CCS(=O)(=O)C2)cc1 (stereo unspecified)	-10	-3	-16	4	0	-3	8	-0.1	-3
CN1CCn2c1nc(N1CCOCC1)nc2=O	7	-4	12	9	0	3	1	-1.2	0
Cc1ccc(O)c(CNc2ccc(S(=O)(=O)Nc3nccs3)cc2)c1	19	-6	-17	11	0	-3	3	4.3	13
O=C(CCn1cnc2ccccc2c1=O)Nc1ccc2c(c1)OCCO2	-2	-5	10	-8	5	25*	-2	-0.9	1
O=C(NCc1ccc2c(c1)OCO2)c1sccc1Br	2	-1	-7	7	0	7	2	-1.7	10
O=C(CSc1nc2[nH]c(=O)cc(O)c2s1)Nc1cccc(Br)c1	12	0	-8	0	2	-1	1	-0.1	1
CN(C)c1ccc(C(C(=O)NC2CCCCC2)N(Cc2ccco2)C(=O)c2snc(C(N)=O)c2N)cc1 (stereo unspecified)	9	2	58*	11	15	-11	47	-0.9	-9
Cc1cc(-c2csc(N)n2)c(C)n1Cc1ccccc1	14	-5	0	-7	0	-1	-11	5.0	1
CCC1(CC)Cc2ccccc2-c2nc(CN3CCOCC3)[nH]c(=O)c21	20	-2	-3	2	2	-1	-7	-0.4	3
CN(Cc1c(F)cccc1Cl)C(=O)COC(=O)Cn1cnc2ccccc2c1=O	-6	5	-6	-9	3	-3	-18	-0.5	-2
COc1ccccc1CN1CC(C(=O)NCc2ccc(SC)cc2)CCC1=O (stereo unspecified)	-3	0	8	4	2	-3	12	-0.1	-3
CC(C)OCCCNc1ncnc2c1cnn2-c1ccccc1	11	0	-5	9	9	1	-22	1.4	2
CCCn1c(O)c(C=Nc2ccccc2)sc1=S	12	-5	35	-5	20	-9	-7	1.8	3
CC(CCc1ccccc1)NC(=O)c1ccccc1C(=O)O (stereo unspecified)	2	-4	-12	4	48*	1	6	-1.5	-2
CC(=O)N1CCc2cc(S(=O)(=O)CCC(=O)NCc3ccc(C)o3)ccc21	-11	0	-14	-7	1	1	7	-0.1	6
COc1cc(NC(=O)c2ccc(N3CCCC3=O)cc2)cc(OC)c1	-17	6	-7	8	0	-2	6	0.6	8
CN(c1ccccc1)c1nc2ccsc2c(=O)s1	12	-4	-4	-2	0	-3	19	-1.4	-1
CCOC(=O)NC1C=CS(=O)(=O)C1 (stereo unspecified)	-3	1	8	-10	1	5	-8	-1.2	18
Cc1ccc(C(=O)Nc2ccc3c(c2)OCCO3)cc1	15	0	8	-14	1	0	6	-5.1	2
Nc1cc([N+](=O)[O-])ccc1O	17	-2	-17	-4	3	5	24	1.3	2
CC1(C)CC(=O)c2cnc(N3CCc4ccccc4C3)nc2C1	1	1	-6	3	5	-3	-14	1.4	5
CC(C)(C)S(=O)N1Cc2cc(C(=O)O)nc(-c3cccc(-c4cc5ccccc5o4)c3)c2[C@H]1CCO (stereo partly specified)	5	2	-8	-1	1	-4	·	·	2
COc1cc(-c2coc3c(C(=O)NCc4ccc(C(F)(F)F)cc4)cccc23)ccc1O	-1	2	11	-7	6	1	·	·	-2
COc1ccc(OC)c(C(C(=O)NC2CCCCC2)N(Cc2ccco2)C(=O)c2ccccn2)c1 (stereo unspecified)	-5	2	-18	7	-1	3	1	-0.5	-7

Some of these compounds in order of molar mass, largest number first.
SMILES	CHO-K1 Ca PAM	M5 ag	TAAR1 antag	CHRM5 antagonist	TAAR1 ag	M5 PAM	CRFBP-R2 block	CRFR2-BP ag	M4 PAM
Cc1cc(C)n(-c2nc3sc4c(c3c3nnc(SC(C)C)n23)CC(C)(C)OC4)n1	4	-6	1	-3	4	-4	20	-1.4	-4
Cc1ccc(O)c(CNc2ccc(S(=O)(=O)Nc3nccs3)cc2)c1	19	-6	-17	11	0	-3	3	4.3	13
CC(C)OCCCNc1ncnc2c1cnn2-c1ccccc1	11	0	-5	9	9	1	-22	1.4	2

Some values from the results shown.
Under CHO-K1 Ca PAM, O=C(CCn1cnc2ccccc2c1=O)Nc1ccc2c(c1)OCCO2 shows -2
Under M4 PAM, CC(=O)N1CCc2cc(S(=O)(=O)CCC(=O)NCc3ccc(C)o3)ccc21 shows 6

Later entries
SMILES	CHO-K1 Ca PAM	M5 ag	TAAR1 antag	CHRM5 antagonist	TAAR1 ag	M5 PAM	CRFBP-R2 block	CRFR2-BP ag	M4 PAM
CCn1cc(C(=O)O)c(=O)c2cc(F)c(N3CCN(C(=S)NC(=O)c4ccccc4Cl)CC3)cc21	-15	2	17	-4	-3	9	9	-0.4	7
Cc1nn2c(-c3ccc(Cl)cc3)ccnc2c1-c1ccccc1	15	-2	-5	-3	3	5	-2	0.2	2
O=C(CC1NC2CCCCC2NC1=O)Nc1ccc2c(c1)OCO2 (stereo unspecified)	12	-1	-6	-3	0	2	-12	-1.8	-1
CCOC(=O)C1(C(C)(C)CC)CC(CSc2nc3ccccc3[nH]2)OC1=O (stereo unspecified)	3	-9	34	1	9	-42	11	0.8	-10
CCNc1ncnc2[nH]ncc12	-2	4	-5	7	3	-3	18	-0.6	6
CCOc1ccccc1-n1c(=S)sc2c(=O)n(-c3ccc(C)cc3)c(=S)[nH]c21	-9	3	-35	2	1	-7	23	2.3	-2
Cc1ccc(S(=O)(=O)N2CCC(C(=O)NCC3CCCO3)CC2)cc1 (stereo unspecified)	-4	-1	10	-5	14	-4	23	-2.5	6
O=[N+]([O-])c1cccc(-c2ccc(/C=N/NC(=S)NCc3ccco3)o2)c1	10	-5	36	10	-2	-9	7	1.0	-15
CCC(CO)NC1=C([N+](=O)[O-])C(=O)CC(C)(C)C1 (stereo unspecified)	9	-2	-5	-1	0	1	28	-0.4	-2
C1C2CC3C1C3C2=NN=C1C2CC3C(C2)C13	17	0	-13	1	0	-1	·	·	11
Cc1ccc(CSCC(=O)N2CCCC2)cc1	20	-1	1	-17	4	2	14	-2.5	-4
O=C(NC(=S)NC1CCSC1=O)c1cccc([N+](=O)[O-])c1 (stereo unspecified)	21	-3	-15	15	5	-6	-3	0.0	-1
Nc1ccc(-n2nncc2-c2ccc(Cl)cc2)cc1	5	5	-6	2	2	-2	-9	1.6	-4
O=C(NCCCN1CCOCC1)c1ccc2c(c1)N(Cc1ccccc1F)C(=O)c1ccccc1S2=O (stereo unspecified)	7	-6	-6	11	2	0	-12	2.1	2
COCc1cccc(-c2csc(C(C)(NC(C)=O)c3ccc(OC)cc3)n2)c1 (stereo unspecified)	6	4	-13	0	1	-2	·	·	-4
CCOC(=O)C(C(=O)OCC)C(C[N+](=O)[O-])c1ccccc1 (stereo unspecified)	8	-3	-23	4	8	-4	9	-0.7	3
COc1cc(/C=C/C(=O)N2CCN(c3n[nH]c(=O)[nH]c3=O)CC2)cc(OC)c1OC	14	3	-25	5	3	0	9	-3.1	3
COC(=O)CN1C(=O)NC2(CCCc3ccccc32)C1=O (stereo unspecified)	-9	-3	-16	1	1	-2	-1	-0.6	0
Cc1ccccc1C(=O)Nc1ccc(C(=O)N/N=C/c2ccc(O)cc2)cc1	-2	-2	19	8	0	0	-1	-0.4	-6
O=C(COC(=O)C1(c2ccc(F)cc2)CCCC1)Nc1ncc(C(F)(F)F)cc1Cl	18	-5	17	3	3	-14	-9	-0.5	-21
Cc1cc(C(=O)COC(=O)c2n[nH]c3ccccc23)c(C)n1C	27	-2	11	3	8	-3	5	-0.4	3
Cc1nnc(SC(C)C(=O)NC2CCCCC2)s1 (stereo unspecified)	-13	1	-23	-3	4	0	9	2.2	12
CCC/C(=N\NC(=O)CNC(=O)c1ccc(Cl)cc1)c1ccccc1	6	-5	-11	-9	11	3	3	1.5	3
COc1ccc(S(=O)(=O)NCCOc2ccccc2)cc1F	2	-2	-21	-2	3	-4	4	-1.6	-1
Cc1cccc(NC(=O)CCCSc2nc3ccccc3[nH]2)c1	12	-1	3	2	12	-6	-16	-2.8	-8
O=C(NNC(=S)NC(=O)c1cn(-c2ccccc2)nc1-c1ccccc1)c1ccncc1	3	3	50*	-8	118*	-7	-10	27	3
O=C1c2ccccc2C(=O)N1c1n[nH]c(CCc2ccccc2)n1	-3	2	4	-2	26	-6	11	17	-4
CC(C)(C)c1ccc(S(=O)(=O)NC(=O)C2(C)CCN2C(=O)Cc2ccc(Cl)cc2Cl)cc1 (stereo unspecified)	15	-1	-13	6	14	-1	·	·	0
CCOC(=O)C1(C)NC(c2ccco2)C2C(=O)N(CC)C(=O)C21 (stereo unspecified)	-7	0	18	-8	5	3	7	-1.3	12
CCNc1nc(=S)nc(NC(C)C)[nH]1	10	2	6	-8	2	18*	-2	-1.0	11
CCOC(=O)N1CCC(c2cc(=O)n3[nH]ccc3n2)CC1	-4	-2	-3	4	1	-1	10	0.6	-9
Cc1ccc(CN2C3CCCC2CC(NC(=O)c2ccc(F)cc2)C3)cc1 (stereo unspecified)	17	-20	-16	-11	2	-2	-22	2.6	-10
COc1cc(CCC(=O)OCC(=O)Nc2ccc(C)cc2Cl)cc(OC)c1OC	14	3	-30	-5	-2	2	2	0.6	-4
CCOc1ccc(N(CC(=O)Nc2ccccc2C)S(=O)(=O)c2c(C)noc2C)cc1	12	-2	-27	-5	-3	-5	-20	0.2	2

Screening results: PubChem BioAssay, several laboratories
